D2 antag – HTS Assay for Allosteric Antagonists of the Human D2 Dopamine Receptor: Primary Screen for Antagonists; inhibition, % at 10 µM; D(2) dopamine receptor (Homo sapiens), P14416; HEK293 TREx D2 cells, calcium flux, dopamine EC80; hit rate 2% among 340,000; in the data active = inhibition above about 30%; also: 0% is about no effect
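Tetracycline-induced HEK293 T-REx cells expressing D2 force-coupled to calcium signalling were dye-loaded, exposed to compound for 180 s, then challenged with an EC80 of dopamine; calcium flux was followed kinetically for a further 180 s.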
TRHR enhancer – qHTS for Small Molecule Agonists and Allosteric Enhancers of Human TRH Receptor: Primary Screen for Enhancers; hit rate 0.66% among 360,000; enhancement, % at 2 µM; AID 493056, 2011; TRHR cells, fluo-8 calcium fluorescence, EC20 TRH enhancement; in the data active = enhancement above about 30%; also: 0% is about no effect
Target sequence (P34981 whole entry, looked up): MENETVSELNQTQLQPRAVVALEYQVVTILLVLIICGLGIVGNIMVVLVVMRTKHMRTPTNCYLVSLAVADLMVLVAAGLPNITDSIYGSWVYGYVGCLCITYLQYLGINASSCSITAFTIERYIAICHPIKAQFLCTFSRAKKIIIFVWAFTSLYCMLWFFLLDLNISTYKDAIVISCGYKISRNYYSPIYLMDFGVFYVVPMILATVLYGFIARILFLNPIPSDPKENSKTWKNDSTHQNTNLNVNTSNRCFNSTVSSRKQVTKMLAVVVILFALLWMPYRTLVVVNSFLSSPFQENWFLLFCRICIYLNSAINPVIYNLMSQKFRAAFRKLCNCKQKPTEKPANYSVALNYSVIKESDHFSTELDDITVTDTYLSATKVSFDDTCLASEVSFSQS
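Enhancer read-out: after compound pinning and an initial kinetic agonist-mode read, an EC20 of TRH (10 nM final) was injected and fluo-8 calcium signal (Ex 480/Em 530) followed at 1 s/cycle for 100 cycles in TRHR-expressing cells.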
RXFP1 antag – qHTS Assay for Antagonists of the Relaxin Receptor RXFP1 | Relaxin receptor 1 (Homo sapiens), Q9HBX9 | HEK293-RXFP1, relaxin-stimulated cAMP HTRF, 30 min; active compounds read low | activity change, negative = inhibition, % at 57.5 µM | hit rate 0.59% among 350,000 | AID 1259400, 2018;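 active = activity change of -60% or lower, but not beyond a set lower limit; inconclusive = change between -60% and -40%, or beyond the set limit; inactive = change above -40%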; also: % is scaled to controls: 0 for no effect and ±100 for the full control effect
D1 ag – Allosteric Agonists of the Human D1 Dopamine Receptor: qHTS | HEK293 T-REx D1 cells, calcium flux, agonist mode | hit rate 1% among 360,000 | D(1A) dopamine receptor (Homo sapiens), P21728 | activation, % at 2 µM; also: 0% is about no effect
Target sequence (P21728 whole entry, looked up): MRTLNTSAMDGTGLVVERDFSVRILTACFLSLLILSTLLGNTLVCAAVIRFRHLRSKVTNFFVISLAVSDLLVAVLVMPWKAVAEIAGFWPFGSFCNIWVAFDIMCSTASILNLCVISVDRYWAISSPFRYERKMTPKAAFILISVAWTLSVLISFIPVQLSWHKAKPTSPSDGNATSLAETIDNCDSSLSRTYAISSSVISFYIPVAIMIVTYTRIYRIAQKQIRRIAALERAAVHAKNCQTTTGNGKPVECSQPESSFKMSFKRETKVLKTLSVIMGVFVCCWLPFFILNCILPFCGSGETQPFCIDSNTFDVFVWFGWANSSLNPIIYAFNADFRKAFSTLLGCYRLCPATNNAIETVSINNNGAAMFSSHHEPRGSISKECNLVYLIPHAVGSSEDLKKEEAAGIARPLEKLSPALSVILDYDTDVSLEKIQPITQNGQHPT
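Agonism was scored from calcium flux recorded over 180 s (1 read/s) after pintool compound addition, following a 10-cycle baseline. Cells were inducible force-coupled HEK293 TREx D1, plated overnight at 30 C and loaded with no-wash calcium dye.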
D1 potentiator – Potentiators of Human D1 Dopamine Receptor: qHTS; hit rate 0.036% among 360,000; potentiation, % at 10 µM; D(1A) dopamine receptor (Homo sapiens), P21728; HEK293 TREx D1 cells, calcium flux, dopamine EC20 potentiation; in the data active = potentiation above about 30%; also: 0% is about no effect
D2 potentiator – HTS Assay for Positive Allosteric Modulators of the Human D2 Dopamine Receptor: Primary Screen for Potentiators. HEK293 T-REx D2, calcium flux, EC20 dopamine potentiation. D(2) dopamine receptor (Homo sapiens), P14416. potentiation, % at 10 µM. hit rate 0.34% among 340,000;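 active = potentiation over 3 SD above the plate norm, cut at about 30% in these data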; also: 0% is about no effect
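Cells plated with tetracycline inducer and held overnight at 30 C; calcium dye loaded 30–90 min at room temperature; baseline taken, compound added and read 180 s; EC20 dopamine then added and read 180 s.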
TRHR ag – qHTS for Small Molecule Agonists and Allosteric Enhancers of Human TRH Receptor: Primary Screen for Agonists | hit rate 0.18% among 360,000 | activation, % at 2 µM | TRHR cells, calcium flux fluo-8, FDSS agonist mode; also: 0% is about no effect
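In this calcium-flux screen, cells bearing human TRHR are dye-loaded with fluo-8, baselined for 10 cycles, then exposed to library compounds; positive kinetic calcium responses during the agonist phase mark hits, with TRH as control.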
D2 agonist – HTS Assay for Allosteric Agonists of the Human D2 Dopamine Receptor: Primary Screen for Agonists | HEK293 T-REx D2 cells, calcium flux agonist mode | activation, % at 2 µM | hit rate 0.53% among 340,000 | AID 485358, 2010;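 active = activation over 3 SD above normal in the single-dose calcium agonist read, cut at about 30% in these data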; also: 0% is about no effect
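Tetracycline-induced HEK293 Trex cells with D2 receptor force-coupled to calcium signaling, plated overnight at 30 C and loaded with no-wash calcium dye. Calcium flux read kinetically for 180 s after compound addition; responses flag agonists.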
D1 antagonist – Antagonist of Human D 1 Dopamine Receptor: qHTS | AID 504652, 2011 | D(1A) dopamine receptor (Homo sapiens), P21728 | activity change, negative = inhibition, % at 10 µM | hit rate 3.2% among 360,000 | HEK293 TREx D1 cells, calcium flux, dopamine EC80; active compounds read low; in the data active = activity change below about -30%; also: % is scaled to controls: 0 for no effect and ±100 for the full control effect
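Cells carrying a force-coupled, tetracycline-inducible human D1 receptor report calcium flux. Each well gets a 10 s baseline, compound with 180 s monitoring, then an EC80 dopamine stimulus with a second 180 s kinetic read.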
* marks the source's active call; other numbers are inactive results; ? = inconclusive; / = not tested or not shown; & = joins results of further samples. Rule as the data show it, unless noted: active = activation above about 30%; inactive = the rest.

SMILES	D2 antag	TRHR enhancer	RXFP1 antag	D1 ag	D1 potentiator	D2 potentiator	TRHR ag	D2 agonist	D1 antagonist
Cc1nn(Cc2ccccc2)c(C)c1C(=O)N1CCN(CC(=O)Nc2ccc(F)cc2)CC1	2	-3	-4	0	-6	-6	-0.1	0.0	1
O=C(COc1ccc(OCc2ccccc2)cc1)NN=C1CCCC1	-3	2	-12	9	0	22	0.7	0.5	-16
O=C(CSc1nnc(Cc2cc(=O)[nH]c(=O)[nH]2)n1-c1ccc(Cl)cc1)N1CCc2ccccc21	-5	8	/	1	8	8	-0.2	-0.5	2
COc1ccc(-c2nc(C)c(CCNC(=O)C(=O)Nc3ccccc3F)s2)cc1	/	7	/	1	-2	-3	0.6	0.1	-2
Cc1cc(C)nc(SCNC(=O)c2ccccc2)n1	-22	8	8	2	-5	11	-0.8	-0.4	-12
CCOCc1nnc(NC(=O)CS(=O)(=O)c2ccc(C)cc2)s1	-1	-3	25	13	/	1	-0.4	1.0	-2
CC(=O)c1sc(NC(=O)CCCc2nc3ccccc3c(=O)[nH]2)nc1-c1ccccc1	-39	14	-2	0	0	2	-0.1	-0.3	-2
O=C1CCCCN1CCC(=O)N1CCCC(N2CCN(c3cccc(Cl)c3)CC2)C1 (stereo not drawn)	20	1	5	0	4	-10	-0.1	3.6	-4
COc1cc(C(c2sc3nc(C)nn3c2O)N2CCC3(CC2)OCCO3)cc(OC)c1OC (stereo not drawn)	-7	-8	-1	1	-2	10	-0.6	0.3	-9
O=C(Cn1cc(C(F)(F)F)ccc1=O)NCCc1ccc(Cl)cc1Cl	21	-4	-7	4	9	1	0.2	-0.3	16
COC(=O)c1sccc1NC(=O)Cc1ccc(OC)c(OC)c1	3	-4	5	17	-5	12	-0.2	7.1	-4
Fc1cccc(/C=C2\CCCC3=C2NC(=S)NC3c2cccc(F)c2)c1 (stereo not drawn)	-30	-5	-8	1	-3	-2	-0.3	-0.1	4
COc1cc(C(=O)OCC(=O)N2CC(C)OC(C)C2)cc(OC)c1OC (stereo not drawn)	-5	-6	-13	4	-4	9	-2.2	2.0	5
CCCN(/C=N/c1sc2c(c1C#N)CCCCC2)CCC	-4	15	-6	2	-2	6	-0.9	-2.6	39
c1ccc(N2CCN(c3nc(-c4cccs4)nc4ccccc34)CC2)cc1	/	9	?	2	3	28	0.8	/	5
COc1ccc(C2C(C(=O)Nc3cccnc3)=C(C)Nc3nc(SCc4ccccc4)nn32)cc1 (stereo not drawn)	/	1	/	-1	0	11	0.2	-0.5	0
Cc1cc(=O)[nH]c(N/N=C/c2c(C)nn(-c3ccccc3)c2Cl)n1	2	-1	-4	2	-1	3	-0.7	0.7	1
S=C(Nc1cccnc1)Nc1cccc2cnccc12	-9	4	-2	3	-6	4	-0.2	-0.5	-13
COC(C[C@H]1O[C@H]1[C@@H](O)[C@H](C)OCc1ccccc1)OC	/	3	/	2	4	27	-0.1	/	-7
COC(=O)C1=C(C)N=C2SC(C)C(=O)N2C1/C=C/c1ccccc1OC (stereo not drawn)	-6	-5	-10	4	-3	2	-1.0	-0.5	-7
O=C(OCc1nnc(-c2ccc(Br)cc2)o1)c1ccco1	8	-2	-4	2	-2	8	-0.2	-0.4	7
CN(CC(=O)Nc1ccc2c(c1)OCO2)S(=O)(=O)c1ccc(F)cc1	7	-4	4	-1	5	/	0.5	-3.0	14
C=CCN(CC(=O)NCc1ccc(F)cc1)C(=O)c1csnn1	/	0	3	4	9	/	0.3	/	-35*
CCCOc1ccc(CNC(=O)c2ccc(-n3c(C)cc4c3CCC(C)C4)cc2)cc1 (stereo not drawn)	/	9	-14	2	-2	2	-0.6	-0.2	0
COc1ccc(S(=O)(=O)N2CCc3cc4c(cc3C2C)OCCCO4)cc1 (stereo not drawn)	-3	-2	-19	4	-4	6	0.2	-0.5	-10

Some of the entries so far, with bars between the fields:
mol | D2 antag | TRHR enhancer | RXFP1 antag | D1 ag | D1 potentiator | D2 potentiator | TRHR ag | D2 agonist | D1 antagonist
CCCN(/C=N/c1sc2c(c1C#N)CCCCC2)CCC | -4 | 15 | -6 | 2 | -2 | 6 | -0.9 | -2.6 | 39
c1ccc(N2CCN(c3nc(-c4cccs4)nc4ccccc34)CC2)cc1 | / | 9 | ? | 2 | 3 | 28 | 0.8 | / | 5
COc1ccc(C2C(C(=O)Nc3cccnc3)=C(C)Nc3nc(SCc4ccccc4)nn32)cc1 (stereo not drawn) | / | 1 | / | -1 | 0 | 11 | 0.2 | -0.5 | 0
Cc1cc(=O)[nH]c(N/N=C/c2c(C)nn(-c3ccccc3)c2Cl)n1 | 2 | -1 | -4 | 2 | -1 | 3 | -0.7 | 0.7 | 1
S=C(Nc1cccnc1)Nc1cccc2cnccc12 | -9 | 4 | -2 | 3 | -6 | 4 | -0.2 | -0.5 | -13

Additional compounds
SMILES	D2 antag	TRHR enhancer	RXFP1 antag	D1 ag	D1 potentiator	D2 potentiator	TRHR ag	D2 agonist	D1 antagonist
c1ccc2sc(NC3=NCN(CCN4CCOCC4)CN3)nc2c1	26	3	0	6	-3	0	0.1	-0.4	-21
Cc1ccccc1OCC(=O)N/N=C/c1cn(Cc2ccccc2)c2ccccc12	-3	-13	-11	3	0	-3	0.8	0.0	0
O=C(c1ccco1)N1N=C(c2ccncc2)CC1(O)C(F)(F)F (stereo not drawn)	-8	5	10	1	-4	3	-0.5	-0.1	25
CCN(CC)C(=O)COC(=O)C1CCN(S(=O)(=O)c2ccc3c(c2)OCCO3)CC1	18	-1	1	5	/	12	-0.1	-0.2	2
Oc1ccc(-c2csc(-c3c[nH]c4ccccc34)n2)c(O)c1	-8	40*	-4	2	-5	3	0.4	1.4	-18
Cc1ccc(-n2ncc3c2CC(C)(C)CC3NC(=O)CCN2CCCCC2=O)cc1 (stereo not drawn)	-9	8	-5	0	-12	0	-0.2	0.5	3
CCN(CC)c1ccc2cc(C(=O)NCc3ccc(F)cc3)c(=N)oc2c1	2	-2	/	170*	-11	-9	34*	46*	-29
COC(=O)CCc1sc(Nc2ccc(Br)cc2)nc1-c1ccc(OC)cc1	-4	-1	19	5	-3	2	0.6	-0.5	-33*
COc1ccccc1N(CC(=O)NCc1ccccn1)S(C)(=O)=O	3	-3	6	2	-1	-1	-0.1	0.5	3
CCOC(=O)c1c(NC(=O)c2cc(-c3ccccc3)on2)sc2c1CCCC2	/	19	3	3	1	-8	0.1	-0.9	19
CC(CC(=O)Nc1ccc(Br)cc1F)S(=O)(=O)c1ccc2c(c1)NC(=O)CO2 (stereo not drawn)	-6	-1&17	26&-16	3&-2	6&6	-1&1	-0.7&-0.2	-0.3	-17&1
Cc1ccc(-c2nc(CS(=O)(=O)CC(=O)NCCN3CCCC3)c(C)o2)cc1	1	-5	0	0	0	2	0.0	-1.4	-3
O=C(Cc1ccccc1)N1CCCC1c1ccccc1 (stereo not drawn)	19	-7	17	0	-2	2	-0.6	0.0	9
CCCCn1c(N)c(N(CCOC)C(=O)COC(=O)CSc2cc(C)c3ccccc3n2)c(=O)[nH]c1=O	6	-6	-3	1	-5	-7	-0.4	-0.2	7
O=C(NCc1ccc(Cl)cc1)NCC(F)(F)F	5	3	-6	0	0	4	-0.6	-0.9	0
C=CCn1c(SC(C)C(N)=O)nc2sc(CC)cc2c1=O (stereo not drawn)	14	10	-16	6	-12	-5	-0.2	1.7	-2
CCCCNC(=O)CNC(=S)N(Cc1cc(OC)c(OC)c(OC)c1)C1CCCC1	0	3	-9	0	-6	-5	0.1	-0.5	21
CCOC(=O)c1c(S(=O)(=O)N2CCC(C(=O)Nc3ccc(C)cn3)CC2)c(C)n(C)c1C	/	2	3	0	1	13	0.0	0.1	16
CC1(C)CC(=O)C=C(NCCc2ccc(S(N)(=O)=O)cc2)C1	28	0	-3	8	11	-1	1.6	1.4	-3
Cc1cccc(NC(=O)C(C)Sc2nnc(-c3cccnc3)o2)c1 (stereo not drawn)	-5	9	6	3	2	13	0.7	0.4	5
C[C@H](NC(=O)N1CCn2c1nc1ccccc12)C(=O)NCCc1ccccc1	5	5	-1	0	3	-3	0.5	0.8	3
CCOC(=O)c1sc(NC(=O)Nc2ccc(Cl)cc2)nc1C	-19	2	-16	20	-11	2	-0.9	0.2	-44*
Cc1ccc(S(=O)(=O)/C=C2\NC(=O)CS2)cc1	-1	-3	-3	4	0	-7	0.3	0.5	1
S=C(NCc1ccccc1)NCc1ccccc1Cl	/	-4	2	1	14	/	-0.6	/	-9
Cc1ccccc1NC(=S)N(CCN(C)C)C(C)c1ccco1 (stereo not drawn)	-7	1	0	2	-3	-1	0.3	1.4	7
Next results.
SMILES	D2 antag	TRHR enhancer	RXFP1 antag	D1 ag	D1 potentiator	D2 potentiator	TRHR ag	D2 agonist	D1 antagonist
N#Cc1c(C(F)(F)F)cc(-c2ccco2)nc1SCc1ccncc1	/	-5	-12	37*	-3	-2	14	6.5	-10
O=C(Cc1ccccc1F)Nc1ccc2c(c1)CCC2	4	9	4	0	0	-4	-0.6	-0.2	-11
OC(c1nc2ccccc2[nH]1)C(O)c1nc2ccccc2[nH]1 (stereo not drawn)	-16	-3	-8	2	-15	12	0.2	0.3	9
COCCn1c(SCC(=O)Nc2ccc(N3CCOCC3)cc2)nc2ccccc21	1	-1	-1	0	1	2	0.5	-0.4	-10
CC(C)NC(=O)CC(=O)N/N=C/c1cccs1	-11	0	7	2	4	1	-0.5	0.8	-5
COc1ccccc1-c1nnc(NC(=O)c2ccc(S(=O)(=O)N3CCOCC3)cc2)o1	1	-2	-12	3	-2	9	0.2	0.4	-17
O=C(C1CC(=O)N(C2CCCCC2)C1)N1CCN(c2ccccc2)CC1 (stereo not drawn)	-17	-4	-2	11	-14	8	-0.3	18	1
COc1cccc(CN2CCNC(=O)C2CC(=O)NC2Cc3ccccc3C2)c1 (stereo not drawn)	14	-5	0	2	3	-2	0.3	-0.1	10
O=C(NCCc1ccccc1)c1cccc(Br)c1	-24	-8	8	2	-5	-10	-0.2	-0.4	-22
O=C(COc1nsnc1N1CCOCC1)N/N=C/c1ccccc1O	4	32*	-12	11	-5	-8	1.6	1.7	-3
CCOC(=O)c1[nH]c2c(c1-c1ccccc1)C(=O)CC(c1ccc(Cl)cc1)C2 (stereo not drawn)	-6	6	/	0	0	4	0.9	0.7	9
COc1cc(NS(=O)(=O)c2ccc3[nH]c4c(c3c2)CCCC4)cc(OC)c1OC	/	-2	10	1	-1	5	-0.8	-0.8	1
COc1ccc(NC(=O)c2sc(=S)[nH]c2N)cc1	-6	3	3	1	-1	-1	-0.6	0.3	7
